# IMP-1 inh: IMP-1 metallo-beta-lactamase inhibitors, primary screen, biochemical, epi-absorbance readout, Pseudomonas aeruginosa enzyme | metallo-beta-lactamase IMP-1 (Pseudomonas aeruginosa) | purified IMP-1, nitrocefin hydrolysis, epi-absorbance fluorescence | inhibition, % at 5.6 µM | actives 0.45% (n = 290,000);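 active = inhibition above the mean plus 3 SD of all compounds in the same screening run, cut at about 4.5% in these data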;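 also: 0% = IMP-1 with DMSO and 100% = DMSO wells lacking enzyme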
#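 assay system = purified recombinant IMP-1 metallo-beta-lactamase enzyme | schedule = 15 min preincubation plus 25 min reaction at 25 °C | signal = Epi-absorbance fluorescence, 480 nm excitation, 530 nm emission | read-out basis = percent inhibition from optical density relative to buffer-blank wells | controls = IMP-1 with DMSO as 0%, enzyme-free DMSO as 100%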
# VIM-2 inh: VIM-2 metallo-beta-lactamase inhibitors, primary screen, biochemical, epi-absorbance readout, Pseudomonas aeruginosa enzyme; purified VIM-2, nitrocefin hydrolysis, epi-absorbance fluorescence; actives 0.89% (n = 290,000); inhibition, % at 5.6 µM;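 active = inhibition above the mean of all tested compounds plus 3 SD, cutoff set per screening run, cut at about 7.5% in these data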;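 also: red hydrolysis product quenches plate fluorescence so inhibitors raise well fluorescence; 0% = enzyme with DMSO and 100% = DMSO without enzyme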
# SUMO HTRF inh: inhibitors of in vitro SUMOylation cascade, primary screen, biochemical, HTRF, uHTS; SUMO-conjugating enzyme UBC9 (Homo sapiens), P63279; actives 0.36% (n = 290,000); AID 2006, 2009; inhibition, % at 35 µM; HTRF SUMOylation assay, SAE1/SAE2 + UBC9; in the data active = inhibition above about 50%, passing the limit was not always enough; also: strong numbers were not always called active
# Target sequence (P63279 whole entry, looked up): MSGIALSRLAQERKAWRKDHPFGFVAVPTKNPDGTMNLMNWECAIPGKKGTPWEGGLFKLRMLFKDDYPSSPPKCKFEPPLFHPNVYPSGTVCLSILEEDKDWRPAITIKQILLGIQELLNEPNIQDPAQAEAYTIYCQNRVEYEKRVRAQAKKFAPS
# M18AAP inhibitor: PfM18AAP inhibitors, malaria aminopeptidase, primary screen, biochemical, QFRET, recombinant enzyme; M18 aspartyl aminopeptidase (Plasmodium falciparum 3D7); H-Glu-NHMec fluorogenic cleavage; inhibition, % at 7.35 µM; actives 1.2% (n = 290,000);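 active = inhibition above the campaign mean inhibition over all tested compounds plus 3 SD, cut at about 28% in these data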;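 also: 0% = plate median of test compound wells and 100% = 2 mM ZnCl2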
# NS3 helicase inh: inhibitors of HCV NS3 helicase, primary screen, biochemical, Cy5 molecular beacon fluorescence; Hepatitis C virus NS3 helicase; NS3 helicase DNA unwinding; inhibition, % at 10.9 µM; actives 0.56% (n = 290,000); AID 1800, 2009;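 active = inhibition above the mean of all tested compounds plus 3 SD, set per campaign, cut at about 35% in these data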;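 also: 0% = DMSO wells and 100% = thioflavine S control wells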
#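 Measured by: Cy5 fluorescence, 0 and 60 min reads / Assay system: NS3 helicase fragment of HCV / Control set: low DMSO, high thioflavine S at 110 µM / Times: 1 h reaction at 25 °C, ATP-initiated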
# NALP1 yeast inh: NALP1 inflammasome inhibitors in reconstituted yeast, colorimetric, S. cerevisiae, triplicate retest; S. cerevisiae NALP1/ASC/caspase-1 growth, X-gal OD620, 72 h; inhibition, % at 10 µM; actives 0.61% (n = 280,000); AID 2071, 2009; in the data active = inhibition mostly above about 24%, no sharp cut-off; inactive = mostly below about 32%; also: some compounds called inactive have numbers as strong as hits
# MEKK2mut PB1 HTS: MEK5 binding signal on mutant MEKK2 PB1, primary screen, biochemical, multiplex bead flow cytometry, Alexa488-MEK5; percent response, % at 10 µM; AID 1530, 2009; actives 0.35% (n = 290,000); Alexa488-MEK5 binding to MEKK2 mutant; in the data active = percent response above about 24%, passing the limit was not always enough; also: inactives centre near 1; some results filed as inactive read as strong as hits
# MEKK2wt PB1 HTS: modulators of MEK5 binding to wildtype MEKK2, primary screen, biochemical, multiplex bead flow cytometry, Alexa488-MEK5. Mitogen-activated protein kinase kinase kinase 2 (Homo sapiens), Q9Y2U5. Alexa488-MEK5 binding to MEKK2 WT; actives lie on both sides. binding response (% of control), % at 10 µM. actives 1.1% (n = 290,000). AID 1531, 2009; in the data active = binding response below about 67% or above about 130%
# DNA FID counter: compounds displacing fluorescent DNA intercalator, primary screen, artefact control for HCV NS3 helicase inhibitor project, biochemical, FID fluorescence; DNA fluorescent intercalator displacement; inhibition, % at 7.9 µM; actives 0.17% (n = 290,000); AID 1845, 2009; in the data active = inhibition above about 37%;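 also: 0% = vehicle and 100% = reference compound; higher means more ethidium bromide displaced from hairpin DNA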
# * marks the source's active call; other numbers are inactive results; / = not tested or not shown; [ ] = another dose, or the depositor's remark. No enrichment for hits; about 4.7% have a hit in one of these screens.
SMILES,IMP-1 inh,VIM-2 inh,SUMO HTRF inh,M18AAP inhibitor,NS3 helicase inh,NALP1 yeast inh,MEKK2mut PB1 HTS,MEKK2wt PB1 HTS,DNA FID counter
COc1cc(NC(=S)NCCN2CCOCC2)cc(OC)c1OC,-3.0,-0.5,11,-12,12,-4,0,99,2
Cc1c(NC(=O)c2cccc(F)c2)c(=O)n(-c2ccccc2)n1C,-6.3,-4.0,25,-11,-4,21,6,111,-3
O=C1CN(C(=O)COc2ccc(F)cc2Br)c2ccccc2N1,-2.8,-0.7,-3,3,-15,8,-2,101,-12
CC(=O)NCCC(=O)N(Cc1ccccc1)c1nc2c(C)cccc2s1,1.0,-2.0,-9,9,3,4,11,106,-48
COc1ccc(N2C(=O)C3CCCN3C2c2ccccc2)cc1 (stereo not drawn),-3.8,-0.1,10,6,-7,1,-5,84,-1
O=C(NC(=S)N1CCCC1)c1ccccc1Cl,-0.4,-2.1,9,-8,5,2,2,104,-7
COc1ccc(OC)c(NC2c3ncccc3C(=O)N2Cc2ccco2)c1 (stereo not drawn),-2.2,-3.8,11,8,2,11,8,102,-9
C=CCn1c(N)cc(=O)nc1SCC(=O)N(c1ccccc1)c1ccccc1,-3.9,-2.6,15,4,3,-2,0,98,-17
O=C(CNC(=O)c1ccc2c(c1)OCCO2)N/N=C/c1ccco1,-1.5,-3.9,20,-1,-3,3,-14,97,-11
O=C(Nc1nc2c(s1)CCCC2)c1nn(Cc2ccccc2)c(=O)c2ccccc12,-1.6,-1.4,-1,-6,-10,18,3,113,2
CCS(=O)(=O)NCc1cn2c(C)csc2n1,-1.9,-1.0,29,-8,3,16,2,105,-2
Cc1ccc(NC(=O)COC(=O)/C(=C/c2cccs2)c2cccs2)cc1S(=O)(=O)N(C)C,-0.9,-1.0,-15,-1,-6,40,0,101,-17
CCn1c(SCC(=O)NCC(=O)Nc2ccc(F)cc2)nnc1-c1cccs1,-2.2,-0.3,26,0,1,12,-21,-4.0*[inhibitor],-8
CCc1ccccc1N(C(=O)c1snc(C(N)=O)c1N)C(C(=O)NCC1CCCO1)c1ccc(C)o1 (stereo not drawn),-2.6,-2.6,4,8,28,-23,7,104,-57
CC(C)c1onc(C(=O)NC2CCCCC2)c1[N+](=O)[O-],-2.2,-1.6,6,6,21,9,6,106,-6
CCN(CC)CCNC(=O)NC1CCCCC1,-3.6,-2.4,0,-1,9,18,5,100,-1
COC(=O)COC(=O)c1ccc(-n2nnnc2SC)cc1,-0.9,-1.7,-2,0,-4,-3,-2,97,-9
COC(=O)C1=CNC=C(C(=O)OC)C1c1cccc2ccccc12,-2.6,-1.3,14,6,-2,29,8,108,-14
Cc1ccc(CNC(=O)C2CCN(C(=O)c3cccc(Cl)c3)CC2)cc1,-2.1,-1.1,-3,4,5,3,4,98,-30
COc1cc(OC)c2ccc(=O)oc2c1C(CCN1CCN(c2ccccc2)CC1)c1ccc(N(C)C)cc1 (stereo not drawn),/,/,-18,/,/,-6,6,80,/
CCCn1c(=O)c(C(=O)NNC(=O)c2ccccc2Cl)c(O)c2ccccc21,-3.1,-2.0,4,2,-15,-13,3,99,-31
CCOC(=O)c1[nH]c(Cc2[nH]c(C(=O)OCC)c(C)c2CCC(=O)OC)c(CCC(=O)OC)c1C,-1.8,0.2,-14,1,-37,-5,1,98,-20
O=C(Nc1cccc(-c2cccc(Cl)c2)c1)C1CCN(Cc2ccccn2)CC1,-0.4,-5.2,1,4,-34,-14,23,140*,13
CSc1ccccc1NC(=O)CNCCCN1CCOCC1,-2.2,-1.3,13,3,7,3,0,100,8
O=C(CCn1c(=O)c2sccc2n(CC(=O)NCc2ccco2)c1=O)NCc1ccccc1,-3.1,-1.1,2,5,-1,26,7,102,-6

# (next part)
SMILES,IMP-1 inh,VIM-2 inh,SUMO HTRF inh,M18AAP inhibitor,NS3 helicase inh,NALP1 yeast inh,MEKK2mut PB1 HTS,MEKK2wt PB1 HTS,DNA FID counter
CCCOc1ccc(C(C)=O)cc1Cc1c(O)nc(SC)[nH]c1=O,-3.3,-1.4,-13,4,7,-16,7,105,-2
Cc1ccc2nc(-c3ccc(NC(=O)C4CCCO4)cc3)[nH]c2c1 (stereo not drawn),-3.3,-4.9,23,-1,-5,0,7,109,-7
O=S(=O)(c1ccccc1)N1CCN=C1SCc1ccccc1,-2.3,-3.6,-8,6,-6,10,-13,88,-14
CC12COC3(C(=O)Nc4ccc(Cl)cn4)CC1CCC32C (stereo not drawn),-2.4,1.0,19,-4,4,/,-1,92,0
CN(C(=O)c1ccccn1)c1nnc(-c2cnccn2)s1,-1.4,-0.1,9,-4,6,-19,2,100,2
COc1cccc(-c2nc(CS(=O)CC(=O)NC3CCCCC3)c(C)o2)c1 (stereo not drawn),-1.8,-3.6,-3,-1,3,14,-3,100,-34
COC(=O)c1ccc(SCC(=O)NCc2ccccc2)c([N+](=O)[O-])c1,-2.6,-2.5,10,4,-3,14,2,101,-1
COc1ccc(N2CCN(C(=O)COc3ncnc4ccccc34)CC2)cc1,-1.8,-2.0,7,2,5,16,3,104,-11
COc1cccc(C(=O)NC2CCSC2=O)c1 (stereo not drawn),-3.5,-2.0,24,1,6,24,0,98,4
CN1CCN(NC(=O)c2cccc(C(F)(F)F)c2)CC1,-3.0,-0.9,17,-6,-11,/,-34,71,-3
CSc1nc(C)cc(OCCO)n1,-0.8,2.1,2,12,5,46,5,112,-5
Cc1cc(C)cc(N(CC(=O)N2CCN(c3ccccc3)CC2)S(=O)(=O)c2c(C)noc2C)c1,-3.5,-4.3,-2,0,-11,26,3,105,-10
CCOC(=O)N1CCC(n2c(SCC(=O)NCCC3=CCCCC3)nc3ccccc3c2=O)CC1,-0.1,-1.8,-4,8,-19,13,-1,100,-7
O=[N+]([O-])c1ccc(Nc2ccccc2O)c2nonc12,-7.3,-4.8,-17,0,4,2,6,98,5
Cc1cccc(-n2c(O)c(C=NC3CCS(=O)(=O)C3)c3ccccc3c2=O)c1 (stereo not drawn),-1.2,-3.1,-22,0,10,-2,-14,89,-10
O=C(N/N=C/c1cc2c(cc1Br)OCO2)c1cccnc1,-0.4,-1.9,22,7,-6,12,-7,94,-13
CCn1ncc(C2=NOC(C(=O)Nc3ccc(C)cc3)C2)c1C (stereo not drawn),-3.4,-6.8,19,-4,3,4,-1,95,-9
CSc1nc(-c2ccco2)nn1S(C)(=O)=O,-0.6,-1.3,5,8,-3,8,-1,94,0
Cc1ccc(Cc2c[nH]c(=S)s2)cc1,-2.9,-7.3,10,-3,6,-5,-8,99,-5
Clc1cccc(C2CCN(Cc3nc(COc4ccccc4)no3)C2)c1 (stereo not drawn),-1.0,-2.0,0,4,8,-5,12,114,-12
N#CCOc1coc(CN2CCN(c3ccccc3)CC2)cc1=O,-1.2,-0.3,6,1,6,10,-5,99,-17
Cc1ccc(C(=O)COC(=O)c2cnccn2)cc1C,1.1,3.5,-6,12,6,-4,-3,96,-8
COc1cc(NC(=O)CSc2nnc(-c3cc(C)on3)o2)cc(OC)c1,-2.3,-2.9,4,-7,33,-5,-2,92,-12
CCCCn1c(-c2ccc([N+](=O)[O-])cc2)n[nH]c1=S,-1.8,13*,8,17,2,-2,6,112,-5
NC(=O)COc1ccc(/C=N/NC(=O)C2CCCN2S(=O)(=O)c2ccc(Cl)cc2)cc1 (stereo not drawn),-4.0,-3.4,20,-1,0,-3,-15,92,-14

# An excerpt from above in order of their number in VIM-2 inh, rising:
molecule	VIM-2 inh
O=S(=O)(c1ccccc1)N1CCN=C1SCc1ccccc1	-3.6
CN1CCN(NC(=O)c2cccc(C(F)(F)F)c2)CC1	-0.9
CN(C(=O)c1ccccn1)c1nnc(-c2cnccn2)s1	-0.1
CSc1nc(C)cc(OCCO)n1	2.1

# Continued:
SMILES,IMP-1 inh,VIM-2 inh,SUMO HTRF inh,M18AAP inhibitor,NS3 helicase inh,NALP1 yeast inh,MEKK2mut PB1 HTS,MEKK2wt PB1 HTS,DNA FID counter
O=C(CSc1ncnc2c1cnn2-c1ccc(F)cc1)NCC1CCCO1 (stereo not drawn),-3.1,-1.8,22,-1,3,0,9,108,-22
O=C(NN1C(=O)C2C3C=CC(C4CC34)C2C1=O)c1cccc(Br)c1 (stereo not drawn),-3.1,-2.1,2,3,14,-4,-1,102,-6
COc1ccccc1NC(=O)CN1CCN(CC(=O)Nc2ccc(F)cc2F)CC1,-2.8,-2.7,8,1,1,8,-2,98,-16
Oc1ccc2ccccc2c1CNn1cnnc1,-4.3,-2.1,3,-7,3,2,-1,97,-7
COc1ccccc1NC(=S)NNC(=O)c1ccncc1,-1.7,-3.9,-10,5,-4,-23,-8,91,-3
O=c1[nH]nc(-c2ccc(F)cc2)cc1-c1ccccc1,-2.1,-3.5,-2,-1,-4,-39,-3,100,-18
CCCCn1cc2c(c1-c1cccc(C)c1)c(=O)n(C)c(=O)n2C,-1.7,-0.7,12,0,-11,1,-16,97,-27
O=C(CSc1ncnc2ccccc12)c1cccs1,-2.9,3.4,5,-9,1,2,-4,80,-6
COc1cccc(-c2cc(C(=O)NC3CCCCC3)no2)c1,-2.5,-3.2,9,-4,5,14,4,98,-27
COc1ccccc1NC(=O)C1(c2ccccc2)CCCC1,-3.8,-2.4,-5,-1,2,-1,-2,100,-15
c1ccc2c(OCCCCN3CCOCC3)cccc2c1,1.3,-0.5,8,-10,-6,25,3,107,7
CCc1nccn1CCC(=O)N1CCCC(Nc2ccc(C(C)C)cc2)C1 (stereo not drawn),-0.8,-3.2,13,-11,-26,16,2,105,9
COc1ccccc1Nc1nc(-c2sc(NC(=O)c3ccco3)nc2C)cs1,-1.6,-2.4,25,5,7,-24,2,103,-7
Cc1ccc(NS(=O)(=O)c2c(C)[nH]c(=O)[nH]c2=O)c(C)c1,-1.9,-1.2,1,0,-5,30,-5,100,-5
Clc1ccc(/C=C\c2nccc3c2[nH]c2ccccc23)cc1,-1.0,-4.2,23,5,-9,6,2,128,11
CC1(O)CC(c2ccc(Cl)cc2)=NN1C(=O)c1ccc([N+](=O)[O-])cc1 (stereo not drawn),-3.5,-7.2,10,7,-8,16,-5,95,1
CC(C)(CNC(=O)CC1C(=O)NCCN1Cc1cccc(F)c1F)N1CCOCC1 (stereo not drawn),-2.4,-1.0,5,-1,2,2,1,102,-1

# Screening data: PubChem, several laboratories
